# Sm TGR inh: S. mansoni TGR enzyme inhibition. Q962Y6. purified TGR, DTNB reduction, TNB absorbance 405 nm. Potency, µM (titrated, usually from 114 µM), without a hit: top-dose activity change, negative = inhibition, hits mostly inhibitors. actives 3% (n = 360,000). AID 485364; also: potency is read from the fitted curve at half-maximal effect; nearly all actives have a fitted effect of over 60% in size
#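 Kinetic colorimetric format: TGR-catalysed, NADPH-driven DTNB reduction monitored via TNB absorbance. Enzyme dispensed at 20 nM; compound exposure 15 min at room temperature before reaction start.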
# FBPA Giardia inh: inhibitors of Giardia lamblia fructose-1,6-bisphosphate aldolase; purified Giardia FBPA; actives 0.71% (n = 290,000); Potency, µM (titrated, usually from 59.6 µM), without a hit: at the top dose activity, negative = inhibition, hits mostly inhibitors; AID 2451; A8B2U2; also: potency is read from the fitted curve at half-maximal effect; nearly all actives have a fitted effect of over 55% in size
# Target sequence (A8B2U2 whole entry, looked up): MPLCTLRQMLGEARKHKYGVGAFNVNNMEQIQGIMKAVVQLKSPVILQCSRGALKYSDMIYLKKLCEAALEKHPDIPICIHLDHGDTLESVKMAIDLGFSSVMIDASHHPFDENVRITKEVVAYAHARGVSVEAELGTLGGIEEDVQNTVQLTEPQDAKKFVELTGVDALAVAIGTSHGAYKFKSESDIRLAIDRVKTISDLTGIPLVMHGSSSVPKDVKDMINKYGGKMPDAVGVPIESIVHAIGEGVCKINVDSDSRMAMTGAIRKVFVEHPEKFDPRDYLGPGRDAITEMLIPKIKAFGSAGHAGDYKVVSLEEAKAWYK
#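 Giardia FBPA (40 nM reagent) was preincubated 10 min at RT with compound (up to 57.5 uM final), then substrate plus GAPDH/TPI/NAD/arsenate coupling system with diaphorase/resazurin was added; resorufin fluorescence (525/598 nm) was read after 20 min.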
# AMA1-RON2 inh: inhibitors of Plasmodium falciparum AMA1-RON2 interaction. AlphaScreen AMA1-biotinylated RON2 peptide binding. Potency, µM (doses to about 58.2 µM), for the others: at the top dose activity change, negative = inhibition, usual class: inhibitors. actives 0.2% (n = 360,000);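 also: potency is read from the fitted curve at half-maximal effect; 0% = vehicle wells and -100% = peptide control; nearly all actives have a fitted effect of over 45% in size; some results filed as inactive show a strong effect at the top dose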
#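 AMA1 (3D7) with his tag at 25 nM final met compounds first, then biotinylated RON2 peptide at 25 nM; detection used donor plus acceptor beads, 10 µg/mL apiece, read by AlphaScreen after 30 min at room temperature.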
# HCV inhibitor: blocks hepatitis C virus; Huh7.5.1 HCVcc-Cre infection, luciferase reporter, 44 h; Potency, µM (top dose mostly 41.8 µM), for the others: at the highest dose activity change, negative = inhibition, hits mostly inhibitors; actives 3.4% (n = 340,000); AID 651820; also: potency is read from the fitted curve at half-maximal effect
#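 A cell-based infection assay in which seeded cells (1,000 per well) receive test compound after 4 h, are inoculated with HCVcc-Cre at approximately 0.5 moi, and are incubated 44 h before luminescence detection.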
# HCMV inh: blocks human cytomegalovirus replication. HFF cells, HCMV-luciferase reporter, 72 h; active compounds read low. activity change, negative = inhibition, % at 57.5 µM. AID 1259415. actives 4.5% (n = 410,000); in the data active = activity change below about -60%; inconclusive = no clear call, values can overlap the other calls; inactive = above about -39%
#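 After 16 h attachment at 37C, HFF cells received test compound and HCMV-luciferase (1 PFU/cell); reporter luminescence read 72 h later, data normalized against buffer-only and known inhibitor Salinomycin.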
# AmpC detergent: blocks E. coli AmpC beta-lactamase in detergent assay | actives 0.041% (n = 370,000) | AID 485294 | AmpC hydrolysis of nitrocefin, absorbance 480 nm, 0.01% Triton | Potency, µM (highest dose often 114 µM), inactives show at the highest dose activity change, negative = inhibition, hits mostly inhibitors;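 also: potency is read from the fitted curve at half-maximal effect; 0% = no-compound wells and -100% = no-enzyme wells; nearly all actives have a fitted effect of over 25% in size; some results filed as inactive show a strong effect at the top dose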
# Target sequence (P00811 whole entry, looked up): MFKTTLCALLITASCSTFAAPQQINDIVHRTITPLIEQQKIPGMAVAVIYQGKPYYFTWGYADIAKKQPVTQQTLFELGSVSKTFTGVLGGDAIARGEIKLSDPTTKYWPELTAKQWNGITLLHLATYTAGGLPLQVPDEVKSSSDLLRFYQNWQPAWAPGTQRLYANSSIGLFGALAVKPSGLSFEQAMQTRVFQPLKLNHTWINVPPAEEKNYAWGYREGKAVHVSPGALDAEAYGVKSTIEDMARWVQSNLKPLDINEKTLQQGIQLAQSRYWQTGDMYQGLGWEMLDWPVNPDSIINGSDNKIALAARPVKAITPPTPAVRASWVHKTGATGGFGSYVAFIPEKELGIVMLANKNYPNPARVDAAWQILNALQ
#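 20 mM phosphate pH 7.0 + 0.01% (detergent screen) or 0.0001% Triton X-100; 5.3 nM AmpC reagent; cpd preinc 15 min RT; nitrocefin (800 uM stock) to start; A480 q20 s × 4 min; Activity was normalised to no-enzyme and no-compound control wells.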
# Starred values were filed as active, the others as inactive; ? = inconclusive; / = not tested or not shown; & = joins results of further samples; [ ] = dose if it differs, or a comment. Unless noted, calls follow the shape of the dose curve; as a rule, active = well fitted curve in the direction sought with a large enough effect; inconclusive = small, poorly fitted or top-dose-only effect, or another doubt; inactive = no such curve, though single readings can be large; an effect the other way counts as inactive or inconclusive. Unless noted, % is scaled to controls: 0 for no effect and ±100 for the full control effect.
cpd	mol	Sm TGR inh	FBPA Giardia inh	AMA1-RON2 inh	HCV inhibitor	HCMV inh	AmpC detergent
1	CCCCN1C(=O)C(=O)NC[C@@H]1C(C)CC (stereo not given in full)	4%	14%	-5%	15%	7	3%
2	COCc1cc(C)nc2sc3c(=O)oc(C)nc3c12	1%	4%	-12%	-2%	-24	-3%
3	COCCNS(=O)(=O)c1ccc2c(c1)n(C)c(=O)n2C	-22%	4%	-10%	1%	51	1%
4	COc1ccc(NC(=O)C2CC(=O)n3cnnc3S2)cc1 (stereo not given)	0.28µM*	?	13%	-22%	-16	-2%
5	CC(C)C[C@H]1CN=C(Nc2ccccc2)N1CCC1CCCCC1	52%[activator]	-5%	12%	-21%	-27	?
6	O=C(Nc1ccccc1N1CCCC1)C1CCCO1 (stereo not given)	-18%	/	-6%	?	-4	-6%
7	CCOc1ccc(NC(=O)CN(C)c2ccc(S(=O)(=O)N3CCOCC3)cn2)cc1OCC	4%	-11%	0%	4%	-1	4%
8	COc1cc(OC)c(C(=O)OCC(=O)N2CCOCC2)cc1OC	27%	-3%	-1%	2%	1	-10%
9	C=CC[C@@H](CC(=O)N(CCO)Cc1ccccc1)C(=O)N[C@H](COC(=O)[C@@H](CC=C)Cc1ccc(F)cc1)Cc1ccccc1	/	/	8%	?	6	/
10	O=C(COC(=O)C1CCN(c2ccc(C(F)(F)F)cn2)CC1)Nc1ccc(Cl)cc1	-2%	/	-8%	7%	5	0%
11	CC(C)(C)c1cc(-c2csc(Nc3ccccc3)[n+]2Cc2ccc(C(=O)O)cc2)cc(C(C)(C)C)c1O	-25%	-10%	-11%	13%	/	-5%
12	COc1ccc(OC)c2c(C)c(C)[nH]c12	32µM*	-29%	-17%	10µM*	20	0%
13	O=C(c1ccco1)N1CCN=C1SCc1ccc(F)cc1	5%	1%	25%	7%	-12	?
14	CN(CC(=O)Nc1ccc(Cl)cc1)c1ccc(S(=O)(=O)N2CCCCC2)cc1[N+](=O)[O-]	-1%	-7%	14%[2.32 µM]	13µM*	-68*	-12%
15	CCOC(=O)CNC(=O)Cc1ccc(OC)cc1	15%	2%	-1%	4%	6	6%
16	Clc1ccc(N=C2SCCS2)cc1	9%	9%	-4%	-2%	34	2%
17	CC(=O)Oc1ccc2oc3c(c2c1)C(=O)CCC3	2%	5%	-7%	3%	-33	-10%
18	S=c1[nH]nc(-c2cccnc2)o1	-20%	?	?	21%	-10	?
19	COc1cc(OC)cc(-n2nnc(-c3nc(-c4ccccc4Cl)no3)c2N)c1	0%	/	/	/	23	17%
20	Cc1ccc2nc(NC(=O)CSc3nccn3Cc3ccc(Cl)cc3)sc2c1	1%	/	/	/	-11	6%
21	Cc1ccc(N2C(=O)C(Cc3ccc(O)cc3)NC2=S)cc1C (stereo not given)	6%	1%	0%	29%	76	-10%
22	O=C(NC1CCCC1)C1CCCN(S(=O)(=O)c2ccc(-n3cnnn3)cc2)C1 (stereo not given)	-6%	6%	13%	-9%	22	?
23	Cc1ccnc(SC2CC(=O)N(c3ccc(C(C)C)cc3)C2=O)n1 (stereo not given)	?	-2%	-2%	2%	11	1%
24	COC(=O)c1nn(-c2ccccc2)c(Cl)c1/C=N/OC(=O)c1ccc(Cl)c(Cl)c1	2%	5%	0%	-19%	-2	5%
25	N#Cc1ccccc1OCC(=O)Nc1ccc(S(=O)(=O)N2CCOCC2)cc1	/	/	6%	-6%	-33	/
26	COc1cc(/C=N/NC(=O)c2cc(C34CC5CC(CC(C5)C3)C4)[nH]n2)ccc1O	10%	8%	9%	9%	48	-1%
27	COc1cccc(C(=O)N2C(C(=O)O)CSC2c2ccccc2Cl)c1 (stereo not given)	-11%	19%	-10%	2%	-21	-5%
28	CS(=O)(=O)N1CCN(C(=O)CCc2ccccc2)CC1	9%	-4%	24%	9%	11	-9%
29	O=c1oc2ccc(Br)cc2cc1-c1csc(-c2ccc(Cl)cc2)n1	11%	/	/	/	-3	3%
30	COC(=O)[C@@H](NC(=O)NC1CCN(Cc2ccccc2)CC1)C(C)C	32%	-2%	-3%	10%	14	-7%
31	CCOC(=O)c1cc(C#N)c(N2CCNCC2)nc1C(F)(F)F	-4%	7%	-4%	?	-24	10%
32	COc1ccccc1CNC(=O)C1CCN(c2nc3ccc(Cl)cc3[nH]2)CC1	4%	/	/	/	0	5%
33	CCOC(=O)COc1c(/C=N\OC)cc(Cl)cc1OC	8%	3%	-5%	4%	-27	-2%
34	CCc1ccccc1NC(=O)Cn1c(=O)n(Cc2ccc3c(c2)OCO3)c(=O)c2ccc(C(=O)NC3CCCCC3)cc21	-1%	/	/	/	32	0%
35	O=C(COC(=O)CCN1C(=O)C2CC=CCC2C1=O)Nc1ccc([N+](=O)[O-])cc1 (stereo not given)	/	/	9%	-2%	0	/
36	FC(F)(F)c1ccc(Cl)c(NC2=NCCCCC2)c1	6%	6%	-14%	7%	20	0%
37	CCOC(=O)C1=C(C)OC(N)=C(C#N)C1c1ccc(C)s1 (stereo not given)	?	-17%	-13%	5%	-36	-9%
38	COc1ccc(-c2noc(COc3ccc(C)c(C)c3)n2)cc1OC	22%	-10%	6%	?	-28	2%
39	CCN(C[C@H]1N[C@@](CC)(C(=O)OC)[C@H]2C(=O)N(Cc3ccccc3)C(=O)[C@@H]12)S(=O)(=O)c1ccc(-c2ccccc2)cc1	/	/	14%	?	-27	/
40	Cc1nn(CCCC(=O)NCc2ccccc2Cl)c(=O)c2nccn12	4%	2%	-3%	14%	24	?
41	O=C(c1ccccc1)c1ccc2nc(Nc3cc(Cl)ccc3O)c3nncn3c2c1	-17%	/	/	/	0	1%
42	O=C(COC(=O)c1ccccc1O)Nc1ccc(S(=O)(=O)N2CCCCC2)cc1	11%	-5%	-3%	0%	-21	-2%
43	COCCCNS(=O)(=O)c1ccc2c(c1)OCCO2	0%	-2%	4%	4%	48	-10%
44	CC(=O)OC[C@H]1O[C@@H](n2ncc(=O)[nH]c2=O)[C@H](OC(C)=O)[C@@H]1OC(C)=O	5%	-5%&-2%	18%	28%	/	?
45	Cc1ccccc1NS(=O)(=O)c1cc(C(=O)NCc2ccncc2)ccc1Cl	0%	-12%	20%	20%	6	9%
46	C/C(=N\N=C1\NC(=O)CC(C(=O)O)S1)c1cccs1 (stereo not given)	-21%	3%	18%	8%	53	-17%
47	Cc1ccc(S(=O)(=O)NC(C)(C)CSc2nnc(N)s2)cc1	-3%	-5%	-5%	5%	4	-11%
48	CC(=O)Nc1ccc2c(c1)C(=Nc1ccc(C)cc1)c1ccccc1-2	/	/	8%	?	-10	/
49	O=C(CSc1ncnc2nc[nH]c12)N1CCN(c2ccc(Cl)cc2)CC1	3%	-7%	35%[activator]	?	-69*	-2%
50	CC(=O)Oc1oc(-c2ccccc2)nc1/C=N/c1ccccn1	28µM*	5%	1%	22%	5	7%
51	COc1ccc(C(=O)N2CCCC(c3nc(-c4ccc(C)o4)no3)C2)cc1OC (stereo not given)	3%	-22%	-12%	-1%	-8	0%
52	O=C(O)CCC(=O)Nc1nc2nc(-c3ccccc3)cc(-c3ccccc3)n2n1	-22%	6%	1%	8%	-13	-12%
53	O=C(c1ccccc1Cl)N1CCC(N2CCC(C(=O)N3CCCC3)CC2)CC1	-11%	-17%	3%	17%	-36	?
54	CC1=C(C(=O)OCCc2ccccc2)C(c2ccsc2)NC(=O)N1C (stereo not given)	5%	13%	-10%	-19%	-67*	-1%
55	COc1cc2c(cc1OC)-c1cc(Nc3cccc(C)c3)nc(=O)n1CC2	0%	-11%	-7%	0%	23	5%
56	O=c1[nH]c2cc(Br)ccc2n2cccc12	-3%	/	/	/	-17	19%
57	COc1ccc(C(CC(=O)Nc2nccs2)C(C)C)cc1 (stereo not given)	-14%	-1%	-1%	-13%	27	-4%
58	Cc1ccc(NC(=O)c2cc(S(=O)(=O)N3CCOCC3)cn2C)cc1Cl	-2%	7%	1%	?	-3	-15%
59	CCc1noc2nc(C)n(CC(=O)O)c(=O)c12	-3%	/	/	/	0	7%
60	COc1ccc(N(C(=O)c2ccco2)C(C(=O)NC2CCCC2)c2ccncc2)cc1 (stereo not given)	0%	/	-1%	?	-1	-1%

# (list continues)
cpd	mol	Sm TGR inh	FBPA Giardia inh	AMA1-RON2 inh	HCV inhibitor	HCMV inh	AmpC detergent
61	Cn1cc(C(=O)NCc2ccc(Cl)cc2)c(=O)c2cc(S(=O)(=O)N3CCCCCC3)ccc21	4%	/	/	/	9	0%
62	FC(F)Sc1ccc(NC(=S)NCc2ccccc2)cc1	4%	-5%	49%[activator]	?	-88*	7%
63	Cc1cccc(C(=O)OCN2C(=O)c3ccccc3C2=O)c1[N+](=O)[O-]	5%	/	-12%	4%	16	3%
64	Cc1ccc(NC(=O)N2CCc3ccccc32)cc1C	6%	-26%	-20%	-7%	-3	-8%
65	COc1ccc(CNS(=O)(=O)c2ccc(C(=O)N(C)C)s2)cc1	5%	/	/	/	7	2%
66	CCN1CCN(c2sc(S(C)(=O)=O)nc2S(=O)(=O)c2ccc(Cl)cc2)CC1	-28%	-10%	8%	-7%	/	-4%

# For reference, some entries already given.
cpd	mol	Sm TGR inh	FBPA Giardia inh	AMA1-RON2 inh	HCV inhibitor	HCMV inh	AmpC detergent
55	COc1cc2c(cc1OC)-c1cc(Nc3cccc(C)c3)nc(=O)n1CC2	0%	-11%	-7%	0%	23	5%
56	O=c1[nH]c2cc(Br)ccc2n2cccc12	-3%	/	/	/	-17	19%
57	COc1ccc(C(CC(=O)Nc2nccs2)C(C)C)cc1 (stereo not given)	-14%	-1%	-1%	-13%	27	-4%
58	Cc1ccc(NC(=O)c2cc(S(=O)(=O)N3CCOCC3)cn2C)cc1Cl	-2%	7%	1%	?	-3	-15%
59	CCc1noc2nc(C)n(CC(=O)O)c(=O)c12	-3%	/	/	/	0	7%
60	COc1ccc(N(C(=O)c2ccco2)C(C(=O)NC2CCCC2)c2ccncc2)cc1 (stereo not given)	0%	/	-1%	?	-1	-1%
61	Cn1cc(C(=O)NCc2ccc(Cl)cc2)c(=O)c2cc(S(=O)(=O)N3CCCCCC3)ccc21	4%	/	/	/	9	0%
62	FC(F)Sc1ccc(NC(=S)NCc2ccccc2)cc1	4%	-5%	49%[activator]	?	-88*	7%
63	Cc1cccc(C(=O)OCN2C(=O)c3ccccc3C2=O)c1[N+](=O)[O-]	5%	/	-12%	4%	16	3%
64	Cc1ccc(NC(=O)N2CCc3ccccc32)cc1C	6%	-26%	-20%	-7%	-3	-8%
65	COc1ccc(CNS(=O)(=O)c2ccc(C(=O)N(C)C)s2)cc1	5%	/	/	/	7	2%
66	CCN1CCN(c2sc(S(C)(=O)=O)nc2S(=O)(=O)c2ccc(Cl)cc2)CC1	-28%	-10%	8%	-7%	/	-4%

# Screens from PubChem BioAssay.

# Random draw from the library. Share with any hit: about 9.3%.
